N-glyco inh: blocks N-linked glycosylation in D54 reporter cells; D54 ERlucT glycosylation luciferase reporter, 24 h; percent of 100 nM tunicamycin response; reporter increase, % at 12.5 µM; 0.23% of 360,000 active; AID 588692;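 active = mean luciferase reporter signal, scaled so untreated is 0 and the glycosylation-blocking control 100, at or above a set limit in every replicate; inconclusive = mean reaches the limit but not every replicate does; inactive = mean below the limit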;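 note: luciferase carries N-glycosylation sites so blocking glycosylation raises the light; 0% = median of neutral control wells and 100% = median of 100 nM tunicamycin wells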
CaV13 ICDI inh: Disruptors of the CACNA1D IQ motif to Ca2+-dependent inactivation inhibitor domain association, primary screening, Förster resonance energy transfer in intact living …; HEK cells, CFP/YFP FRET ICDI-IQ, plate reader, 10 min; percent FRET-ratio fall versus neutral wells; inhibition, % at 12.3 µM; 0.098% of 340,000 active;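 active = mean replicate inhibition of at least 30% and at least 1% of replicates passing that level; inconclusive = only one of the two criteria is met; inactive = neither criterion is met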;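 note: 0% = median of the neutral control wells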
Granule exo inh: lytic granule exocytosis inhibition; TALL-104 LAMP-1 surface exposure, flow cytometry; cells stimulated with thapsigargin and PMA; inhibition, % at 10 µM; 0.66% of 360,000 active; AID 651702;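 active = inhibition above about 55%, limit read from the data; inconclusive = no clear call, values can overlap the other calls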
HTR2A ag: activates the mouse 5-HT2A serotonin receptor; CHO-K1 mHTR2A beta-arrestin complementation, luminescence; percent of 30 µM serotonin response; activation, % at 7.6 µM; 0.66% of 360,000 active; AID 624169;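 active = activation above a run cutoff, the mean activation of all tested compounds plus 3 SD, cut at about 14% in these data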;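 note: 0% = plate median of compound wells and 100% = 30 µM serotonin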
Target sequence (P35363 whole entry, looked up): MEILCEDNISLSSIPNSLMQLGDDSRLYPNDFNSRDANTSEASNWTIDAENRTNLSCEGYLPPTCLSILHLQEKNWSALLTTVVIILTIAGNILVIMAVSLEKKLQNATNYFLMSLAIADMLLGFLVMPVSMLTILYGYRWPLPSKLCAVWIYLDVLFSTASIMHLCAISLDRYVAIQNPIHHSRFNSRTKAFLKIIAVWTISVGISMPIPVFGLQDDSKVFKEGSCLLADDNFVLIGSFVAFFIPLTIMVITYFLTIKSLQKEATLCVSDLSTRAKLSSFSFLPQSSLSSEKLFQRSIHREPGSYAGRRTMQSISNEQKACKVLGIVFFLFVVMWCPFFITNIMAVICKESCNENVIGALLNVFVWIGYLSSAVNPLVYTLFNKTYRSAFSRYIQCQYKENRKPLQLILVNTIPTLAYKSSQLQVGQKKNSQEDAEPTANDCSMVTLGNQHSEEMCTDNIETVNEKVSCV
H9c2 protect: modulators protecting cardiomyocytes from myocardial damage. protection from H2O2 cell death, % at 20 µM. AID 588492. H9c2 cardiomyocytes, H2O2 injury protection, ATPLite, 2 h. 0.63% of 360,000 active;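 active = compounds giving at least 50% protection of heart cells from peroxide-induced death in the single-dose screen, raw or plate-pattern-corrected value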;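 note: 0% = DMSO wells with peroxide and 100% = DMSO wells without peroxide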
PDI inh: blocks human protein disulfide isomerase activity; P07237; PDI insulin aggregation turbidity, A650, 90 min; inhibition, % at 10 µM; 0.052% of 350,000 active; AID 588391;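 active = mean inhibition across replicates of 30% or more, whatever share of single replicates reach that level; inconclusive = mean inhibition below 30% while every single replicate reaches 30%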;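 note: absorbance from insulin aggregation driven by PDI reduction with DTT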
Target sequence (P07237 whole entry, looked up): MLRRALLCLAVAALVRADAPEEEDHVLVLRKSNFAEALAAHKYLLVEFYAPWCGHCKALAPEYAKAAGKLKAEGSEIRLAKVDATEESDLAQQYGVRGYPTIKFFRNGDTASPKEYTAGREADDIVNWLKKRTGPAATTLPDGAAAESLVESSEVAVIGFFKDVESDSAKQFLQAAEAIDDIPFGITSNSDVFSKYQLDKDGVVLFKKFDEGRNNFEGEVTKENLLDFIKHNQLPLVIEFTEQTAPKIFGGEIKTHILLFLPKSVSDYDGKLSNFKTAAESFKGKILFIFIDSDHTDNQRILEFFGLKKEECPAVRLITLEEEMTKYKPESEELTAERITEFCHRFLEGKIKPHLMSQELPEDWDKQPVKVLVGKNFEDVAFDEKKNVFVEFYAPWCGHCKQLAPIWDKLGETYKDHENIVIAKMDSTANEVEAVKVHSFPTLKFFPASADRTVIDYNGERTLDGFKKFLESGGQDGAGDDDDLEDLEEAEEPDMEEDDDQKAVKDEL
aDG glyco act: increases alpha dystroglycan glycosylation; Pro5-aDG cells, alpha-DG glycosylation AlphaScreen (IIH6); 0% Pro5, 100% B10-LARGE cell signal; activation, % at 10 µM; AID 624168; 0.22% of 360,000 active;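 active = activation of at least 8% versus controls, or a plate z-score of at least 8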;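 note: Pro5 are CHO cells carrying HIG-tagged alpha-DG that lacks glycosylation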
ABCB6 inh 2: blocks the human ABCB6 transporter. Q9NP58. K562-ABCB6 porphyrin accumulation, flow cytometry, 1 h; hits give low values. fluorescence ratio to DMSO, % at 10 µM. 0.19% of 360,000 active;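 active = fluorescence ratio to DMSO below 75%, the collection mean minus 3 SD; inconclusive = too few cells collected in the well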;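 note: signal is porphyrin accumulated inside mitochondria; 100% equals median channel fluorescence of DMSO control wells; lower ratio means ABCB6 inhibition with less porphyrin fluorescence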
iPSC survival up: hiPSC single-cell survival enhancement; ATPlite luminescence; 100% = ROCK inhibitor wells, 0% = DMSO; survival enhancement, % at 20 µM; 0.044% of 360,000 active; AID 602274; in the data active = survival enhancement above about 18%;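 note: cells exposed to compounds for 16 hours before the ATP read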
Vif imaging: inhibitors of HIV Vif; 0.35% of 340,000 active; inhibition, % at 7.49 µM; AID 602346; HEK293T cells, Vif self-association by quenched fluorescence, imaging, 24 h; in the data active = inhibition above about 50%, passing the limit was not always enough; inconclusive = no clear call, values can overlap the other calls; inactive = below about 31%; note: some results filed as inactive read as strong as hits
Active calls of the source: *; ? = inconclusive; . = no result given.

SMILES	N-glyco inh	CaV13 ICDI inh	Granule exo inh	HTR2A ag	H9c2 protect	PDI inh	aDG glyco act	ABCB6 inh 2	iPSC survival up	Vif imaging
Cc1ccc(C(=O)N2[C@@H]3CN(C)C(=O)[C@@]2(Cc2ccccc2)[C@H]2C(=O)N(C)C(=O)[C@@H]32)cc1	0	-10	-3	5	-2	1	-0.1	98	1.0	-5
COc1ccc(NC(=O)C2CCCN(S(=O)(=O)c3ccc4[nH]c(=O)ccc4c3)C2)cc1OC (stereo not given)	2	-5	1	-1	-2	4	0.0	98	0.2	-2
CCc1cc(=O)oc2cc(C)c3c(C)coc3c12	2	.	7	0	3	-2	0.1	95	1.2	-7
O=C(NCc1cccnc1)C1CC(c2cccc(Br)c2)=NO1 (stereo not given)	7	-20	7	-4	-2	0	0.1	102	-0.6	-4
C=CCn1c(Cc2ccccc2)nc2c(cnn2-c2ccccc2)c1=O	-9	-21	9	7	-12	-2	0.7	93	0.7	-4
Cc1ccc(C(=O)C2CCN(CC(=O)N3CCN(c4ccc(F)cc4)CC3)CC2)cc1	-3	-4	6	0	-13	-4	0.5	101	-0.9	-7
Fc1cccc(NC(=S)N2CCCCC2)c1	1	.	-2	8	-7	5	0.0	100	-3.8	13
Cc1cc(Cl)c(OCCOCCN2CCCCC2)c(Br)c1	-1	-5	3	-1	1	-1	0.5	101	0.6	.
O=C(Cn1nc2n(c1=O)-c1ccccc1SC2)N/N=C/c1ccncc1	-1	-15	1	0	0	-5	-0.1	98	-0.2	-14
CC1(c2nnc(-c3cccc(Cl)c3)o2)CC(c2ccc(Cl)cc2)=NO1 (stereo not given)	0	-10	29	10	-15	7	-0.1	100	-3.0	-5
N#Cc1c(SCC(N)=O)nc2c(c1-c1ccncc1)CCCC2	2	-3	-1	-2	2	3	-0.1	99	-0.3	-9
COc1ccc(OCc2n(CC(=O)OC3CC(C)CCC3C(C)C)c3ccccc3[n+]2C)cc1 (stereo not given)	4	-5	64*	-6	-14	7	0.0	96	0.4	2
COc1ccc(N(C(=O)c2ccc3c(c2)OCO3)C2C=CS(=O)(=O)C2)c(OC)c1 (stereo not given)	1	-5	3	3	3	2	0.0	101	-0.3	-2
Cc1ccc(OCC(=O)O)c(O)c1	0	-6	3	6	1	13	0.1	122	2.8	-2
CCN1CCN(CCOc2ccc(Cl)cc2)CC1	1	-4	-1	0	-5	-4	0.2	94	2.4	17
CN(C)S(=O)(=O)c1ccc(NC(=O)C2CC(=O)N(Cc3ccccc3)C2)cc1 (stereo not given)	0	-9	-1	4	-2	6	-0.6	104	6.0	-2
CC(=O)Nc1ccc(S(=O)(=O)N[C@@H](C)C(=O)OCC(=O)c2ccc[nH]2)cc1	0	-5	1	7	-5	-3	0.2	101	-0.7	?
C/C(Cc1ccccc1)=N\NC(=O)CNC(=O)c1ccccc1Cl	-1	-5	-4	1	-2	0	-0.1	104	0.3	-5
O=S(=O)(NCc1nc(-c2ccccc2)no1)c1ccc(F)cc1	-4	.	9	-2	-3	-5	-0.2	103	0.2	2
CC(=O)Nc1cccc(C(=O)OC(C)C(=O)NCc2ccc3c(c2)OCO3)c1 (stereo not given)	-1	-6	-2	-2	1	-1	0.3	94	-0.3	-3

As entered above:
Cc1ccc(C(=O)C2CCN(CC(=O)N3CCN(c4ccc(F)cc4)CC3)CC2)cc1 @ H9c2 protect: -13
CN(C)S(=O)(=O)c1ccc(NC(=O)C2CC(=O)N(Cc3ccccc3)C2)cc1 (stereo not given) @ H9c2 protect: -2

Record cards (already shown).
Shown for CC1(c2nnc(-c3cccc(Cl)c3)o2)CC(c2ccc(Cl)cc2)=NO1 (stereo not given) → N-glyco inh: 0; CaV13 ICDI inh: -10; Granule exo inh: 29; HTR2A ag: 10; H9c2 protect: -15; PDI inh: 7; aDG glyco act: -0.1; ABCB6 inh 2: 100; iPSC survival up: -3.0; Vif imaging: -5
Shown for O=C(NCc1cccnc1)C1CC(c2cccc(Br)c2)=NO1 (stereo not given) → N-glyco inh: 7; CaV13 ICDI inh: -20; Granule exo inh: 7; HTR2A ag: -4; H9c2 protect: -2; PDI inh: 0; aDG glyco act: 0.1; ABCB6 inh 2: 102; iPSC survival up: -0.6; Vif imaging: -4
Shown for Cc1cc(Cl)c(OCCOCCN2CCCCC2)c(Br)c1 → N-glyco inh: -1; CaV13 ICDI inh: -5; Granule exo inh: 3; HTR2A ag: -1; H9c2 protect: 1; PDI inh: -1; aDG glyco act: 0.5; ABCB6 inh 2: 101; iPSC survival up: 0.6; Vif imaging: .

Continued:
SMILES	N-glyco inh	CaV13 ICDI inh	Granule exo inh	HTR2A ag	H9c2 protect	PDI inh	aDG glyco act	ABCB6 inh 2	iPSC survival up	Vif imaging
CCCOc1ccc(N2C(=O)CC(SC(=N)N3N=C(c4ccccc4)CC3c3ccccc3)C2=O)cc1 (stereo not given)	2	-4	31	7	-6	-2	2.3	101	1.1	-5
O=C1CCN(C(=O)Nc2cccc(Cl)c2)N1	0	-8	1	-2	-5	6	0.0	97	4.9	6
Cc1c(C)c2ccc(OCC(=O)N3CCOCC3)c(C)c2oc1=O	1	-4	1	-1	7	5	0.1	101	-0.3	3
CCN(CC(=O)Nc1ccccc1C(F)(F)F)C(=O)CCS(=O)(=O)c1ccc(Cl)cc1	0	-6	1	-6	0	9	-0.1	101	0.2	5
CCn1ccnc1C(O)c1cccc(OC)c1OC (stereo not given)	-2	-5	4	0	15	7	-0.2	99	-1.1	9
COc1ccc(N2CCN(C3CC(=O)N(C)C3=O)CC2)cc1 (stereo not given)	2	-5	-1	0	6	0	0.0	107	-0.8	-2
O=C1Cc2cc(S(=O)(=O)N3CCN(c4ccc(O)cc4)CC3)ccc2N1	0	-5	-4	-5	-9	17	-0.1	98	5.6	-6
Cc1c(C(=O)O)c2cc(O)ccc2n1-c1ccccc1	2	-4	-5	-4	0	-10	0.1	98	-1.0	4
O=C(Cc1ccc(Br)cc1)Nc1ccc2[nH]ncc2c1	2	-2	5	-5	2	-4	0.1	98	25*	-6
Cc1ccc(C(=O)Nc2scc(-c3ccccc3)c2C(=O)O)o1	0	-3	-1	-3	1	9	-0.3	104	-0.1	3
CC(=O)Nc1ccc(S(=O)(=O)N(C)c2ccc(O)cc2)cc1	0	-3	2	7	-6	21	-0.2	100	1.3	0
NC(=O)NC(=O)C(c1ccccc1)N1CCN(S(=O)(=O)Cc2ccccc2)CC1 (stereo not given)	-1	-6	0	-4	1	-7	0.3	94	-0.3	-3
C[C@H](CO)N1C[C@H](C)[C@@H](CN(C)C(=O)Nc2ccc3c(c2)OCO3)Oc2ccc(NC(=O)NC3CCCCC3)cc2C1=O	2	-4	10	9	3	1	0.1	96	0.3	0
Cn1c(CCNC(=O)C(C)(C)C)nc2ccccc21	0	-4	-4	1	-3	-6	0.8	99	-1.8	1
COCCC(=O)N1CCC(Oc2ccc(C(=O)NC3CCOC(C)(C)C3)cc2)CC1 (stereo not given)	2	-3	-2	9	-2	3	-0.3	100	0.1	9
CC1(C)CC(=O)C(C(=O)/C=C/c2ccco2)C(=O)C1	0	-4	0	-2	-4	-3	0.6	98	1.1	2
CC[n+]1c(/C=C/N(C)c2ccccc2)oc2ccc(F)cc21	20	-4	-3	0	-9	7	-0.1	271	-1.5	-6
CC[C@]12c3[nH]c4ccc(Cl)cc4c3CCN1C(=O)[C@@H](CC(=O)NCC13CC4CC(CC(C4)C1)C3)C[C@@H]2C(=O)N1CCN(C(=O)C2CC2)CC1	-1	-9	21	-3	-15	2	0.5	92	0.1	.
COc1cc(F)ccc1CN1CCC(C(=O)Nc2ccc(Oc3ccccc3)nc2)CC1	-5	-6	7	2	-5	4	3.1	92	-0.6	-6
COc1ccc(C/C(C)=N/NC(=O)C2COc3ccccc3O2)cc1 (stereo not given)	0	-3	-2	0	-4	2	0.0	94	0.2	3

Reprinted at random: 2 compounds from above.
SMILES	N-glyco inh	CaV13 ICDI inh	Granule exo inh	HTR2A ag	H9c2 protect	PDI inh	aDG glyco act	ABCB6 inh 2	iPSC survival up	Vif imaging
NC(=O)NC(=O)C(c1ccccc1)N1CCN(S(=O)(=O)Cc2ccccc2)CC1 (stereo not given)	-1	-6	0	-4	1	-7	0.3	94	-0.3	-3
CCCOc1ccc(N2C(=O)CC(SC(=N)N3N=C(c4ccccc4)CC3c3ccccc3)C2=O)cc1 (stereo not given)	2	-4	31	7	-6	-2	2.3	101	1.1	-5

Next section:
SMILES	N-glyco inh	CaV13 ICDI inh	Granule exo inh	HTR2A ag	H9c2 protect	PDI inh	aDG glyco act	ABCB6 inh 2	iPSC survival up	Vif imaging
Cc1ccc([C@@H]2C[C@H]3[C@@H](CN2S(=O)(=O)c2ccc(C)cc2)C(=O)C[C@@H](c2ccc(Cl)cc2)N3S(=O)(=O)c2ccc(C)cc2)cc1	-10	-5	2	3	6	-4	-0.2	93	-3.7	5
COc1cc(C(C)=O)ccc1OCC(=O)N1CCc2ccccc2C1	2	-3	-10	-1	0	6	-0.1	98	-0.1	-1
CCCCNC(=S)N(C)/N=C/c1c(F)cccc1F	-1	-5	1	0	-13	3	-0.1	103	-1.0	-6
C/C(=N\Nc1ccc(Cl)c(C(=O)O)c1)c1ccc(Br)s1	5	-5	13	1	1	-5	0.1	96	1.1	1
O=C(c1cc(C2CC2)nn1-c1ccccc1)N1CCN(Cc2ccc(Cl)cc2)CC1	-1	-3	-2	-12	-2	10	-0.5	89	0.9	-10
CN(C)CCNc1c2c(c(C#N)c3nc4ccccc4n13)CCCC2	1	-8	1	2	4	-17	0.0	107	1.8	14
Cc1nc2cc(C(=O)NCc3cccnc3)ccc2n1-c1ccc(F)cc1F	0	-4	3	-2	-1	11	0.0	95	-1.0	4
CC(C)(C)c1ccc(-n2ncc3c2CCCC3NC(=O)CCn2cncn2)cc1 (stereo not given)	3	-5	-1	1	-6	-2	0.1	91	0.3	1
Cn1c(C(=O)N2CCCC(C(=O)O)C2)cc2sccc21 (stereo not given)	0	.	-1	2	0	-4	0.4	112	0.1	15
O=C(NC1CCCCC1)C(c1ccc(F)cc1)N(C(=O)c1csnn1)C1CC1 (stereo not given)	0	-3	-5	8	2	-1	-0.1	99	-0.7	-5
CCCc1cc(=O)n2[nH]c(NCc3c(F)cccc3Cl)nc2n1	1	-4	4	2	13	4	0.5	102	-2.6	7
CCOCCCNCC(O)c1ccccc1 (stereo not given)	3	-6	9	-2	-4	1	0.2	93	-0.7	18
O=C(COc1ccccc1)NCc1cccs1	1	.	1	3	2	7	0.0	102	6.3	5
Cc1cc(C)n2nc(SC(C)C(=O)N(C)C3CCCCC3)nc2n1 (stereo not given)	1	-10	0	-7	4	-4	0.1	98	-0.4	-8
Cn1c(CNC(=O)c2ccco2)nnc1SCC(=O)N1CCN(c2ccccc2)CC1	2	-7	-7	-6	0	-3	0.1	98	-0.1	0
CCOC(=O)CSc1nc2ccccc2c(=O)n1Cc1ccco1	3	-9	-1	-7	2	-3	0.2	95	-3.6	46

Assay outcomes: PubChem BioAssay, several laboratories

No enrichment for hits, and some 3.1% of all compounds hit somewhere here.
